Xi reactivation: activators of inactive X chromosome reactivation, primary screen, imaging, XiGFP fibroblasts, GFP high-content imaging, set 2. XiGFP mouse fibroblasts, % GFP-positive cells imaging, 3 d; cells co-treated with 5-aza-dC sensitizer; scaled so ellipticine positive control = 100%. activation, % at 7.58 µM. 360,000 tested, 0.055% active. AID 743238, 2013;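 active means mean normalized replicate activation at least 10% and every replicate at or above 10%; inconclusive means only one of the two criteria met; inactive means mean below 10% and not all replicates reach 10%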;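 further: 0% = median of on-plate neutral control wells and 100% = ellipticine 6 µM median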
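material = 68-5-11 XiGFP fibroblast line | medium = DMEM plus 5-aza-dC sensitizer | schedule = 3 days compound exposure | benchmarks = positive control ellipticine, 6 µM final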
RAD52 anneal inh: RAD52 DNA annealing inhibitors, primary screen, biochemical, FRET, single point, set 2; recombinant RAD52 DNA annealing, FRET fluorescence; inhibition, % at 18.7 µM; 360,000 tested, 0.46% active; AID 651710, 2012;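 active means every replicate showing at least 50% inhibition; inconclusive means mean inhibition at least 50% but not in every replicate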
Target sequence (P43351 whole entry, looked up): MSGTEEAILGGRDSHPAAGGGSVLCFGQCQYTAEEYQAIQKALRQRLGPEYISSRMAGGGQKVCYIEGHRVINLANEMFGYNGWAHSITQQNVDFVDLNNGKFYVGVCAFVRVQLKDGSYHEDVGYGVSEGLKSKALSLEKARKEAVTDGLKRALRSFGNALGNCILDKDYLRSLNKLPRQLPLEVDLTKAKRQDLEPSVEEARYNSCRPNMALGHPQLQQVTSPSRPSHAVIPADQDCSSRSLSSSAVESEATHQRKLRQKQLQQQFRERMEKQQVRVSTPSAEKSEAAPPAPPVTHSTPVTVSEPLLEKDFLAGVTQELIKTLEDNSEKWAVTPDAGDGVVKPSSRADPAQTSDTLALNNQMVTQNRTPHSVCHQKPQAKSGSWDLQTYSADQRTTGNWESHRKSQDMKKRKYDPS
GSIS activator: GLuc luminescence reporter in INS-1E cells, primary screen for activators of glucose-dependent secretion of insulin; activation, % at 16.6 µM; 370,000 tested, 0.61% active; INS-1E GLuc reporter insulin secretion, 2-3 h;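 active means lowest replicate activation of at least 40%, so every replicate reaches that level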;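 further: 0% = median of neutral control wells and 100% = median of IBMX positive control wells; some compounds called inactive have numbers as strong as hits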
esBAF inh: Bmi1 luciferase reporter increase in mESCs, primary screen, esBAF inhibitor project, mouse ES cells, Bmi1 luciferase knock-in, single point; 24 h; 100% = twice the neutral-well signal; 350,000 tested, 2% active; reporter increase, % at 12.5 µM; in the data active means activation above about 40%; inconclusive means no clear call, values can overlap the other calls;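 further: 0% = median of the plate's neutral control wells and 100% = double that signal; a rise in the Bmi1 reporter signal indicates esBAF inhibition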
ARNT TACC3 PPI: disruptors of ARNT/TACC3 protein interaction, primary screen, biochemical, AlphaScreen, single concentration. Transforming acidic coiled-coil-containing protein 3 (Homo sapiens), Q9Y6A5. AlphaScreen His-ARNT PAS-B/GST-TACC3 binding, luminescence; TACC3 fragment carries E629A point mutation. inhibition, % at 9.99 µM. 390,000 tested, 0.66% active;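 active means mean inhibition of replicates at least 50% and at least half of replicates each reaching 50%; inconclusive means half or more replicates reach 50% but mean below 50%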;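 further: 0% = complete ARNT plus TACC3 wells and 100% = ARNT alone without TACC3; many hits fall short of the cut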
RAD54 inh: inhibitors of human RAD54 branch migration, primary screen, biochemical, fluorescence, single point. DNA repair and recombination protein RAD54-like (Homo sapiens), Q92698. RAD54 Holliday junction branch migration, FAM/BHQ fluorescence. inhibition, % at 10.4 µM. 360,000 tested, 0.14% active. AID 602329, 2012;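 active means mean normalized replicate activity at least 40 and at least half of replicates scoring 40 or more; inconclusive means only one of the two criteria met; inactive means mean below 40 and under half of replicates reaching 40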;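 further: 0% = median of neutral control wells and 100% = median of positive control wells; inhibitors cause a drop in the FAM fluorescence signal; in these data hits start at about 50%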
ERAP1 HTS inh: human ERAP1 aminopeptidase inhibitors, primary screen, biochemical, single point, plate reader; AID 652197, 2013; inhibition, % at 10.7 µM; Endoplasmic reticulum aminopeptidase 1 (Homo sapiens), Q9NZ08; 340,000 tested, 0.15% active; recombinant ERAP1, Leu-AMC fluorescence, 60 min;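 active means mean replicate inhibition of at least 30%, or all replicates individually reaching that 30% level; inactive means mean below 30% and not every replicate reaching it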;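 further: 0% = neutral control wells and 100% = L-leucinethiol positive control wells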
F508del corr: F508del CFTR correction, initial screen, CFBE line, single point; CFBE cells, YFP halide quenching; stimulated with forskolin plus potentiator P3; % fluorescence drop versus neutral controls; 350,000 tested, 0.36% active; AID 720511, 2013; activity (quench increase), % at 7.58 µM;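 active means mean added fluorescence quench of at least 8% versus neutral control, with both replicates also reaching 8%; inconclusive means only one of the mean or replicate conditions met; inactive means mean below 8% and not both replicates reaching 8%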;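 further: cells transiently co-express mutant CFTR-F508del with the halide-sensitive YFP; corrector assay measuring rescue of mutant channel to the surface after 24 h compound exposure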
An asterisk follows results filed as active; ? = inconclusive; / = no result given; & = joins results of further samples.

SMILES	Xi reactivation	RAD52 anneal inh	GSIS activator	esBAF inh	ARNT TACC3 PPI	RAD54 inh	ERAP1 HTS inh	F508del corr
COc1ccc(C(=O)Cn2c(=O)oc3ccc(C)cc32)cc1	-0.1	-3	-21	6	8	6	-3	-4.3
CS(=O)(=O)c1ccc(N2CCN(c3ccccn3)CC2)c([N+](=O)[O-])c1	0.0	-2	0	-1	2	10	0	-0.9
O=C(CSc1cn(Cc2cccc(F)c2)c2ccccc12)NCc1ccc(F)cc1	0.0	-13	/	1	-2	0	-1	-1.4
COc1ccc(S(=O)(=O)N2CCC3(CC2)OCCN3S(=O)(=O)c2cccs2)cc1OC	-0.1	-5	18	-7	7	/	0	-0.4
O=C(C[C@H]1CC[C@@H](NC(=O)c2ccccn2)[C@@H](CO)O1)NCc1cccc(F)c1	0.1	11	11	2	2	4	-2	-3.4
Cc1ccc2c(Cl)c(C(=O)NCCCN3CCOCC3)sc2c1	-0.1	-3	-2	7	/	/	0	-0.9
COCC(=O)N1[C@H](CO)[C@@H]2c3ccccc3NC[C@@H]21	0.0	-10	8	-3	-5	6	1	-0.7
COc1ccc(C(C(=O)NC2CCCC2)N2CCc3ccccc32)cc1 (stereo not given)	-0.1	-16	-8	15	-20	-6	-4	2.1
CCCCNS(=O)(=O)c1ccc2nc(SCC(N)=O)[nH]c2c1	0.0	-17	-7	-7	-5	/	0	0.6
CCOCCCNC(=O)C1(O)c2cc(Br)ccc2NC(=O)N1c1cccc(OC)c1 (stereo not given)	0.2	0	8	-8	-3	5	4	0.5
CSc1ccccc1C(=O)Nc1cc2c(cc1C(=O)O)OCCCO2	-0.1	-6	-5	-1	-3	-7	-7	-0.7
COCCSc1nc(N)c(NC(=O)c2ccco2)c(=O)[nH]1	0.1	4	-7	-3	-4	10	3	2.8
COc1ccc(NC(=O)Nc2ccc3c(c2)C(=O)N([C@@H](C)CO)C[C@H](C)[C@H](CN(C)S(=O)(=O)c2ccccc2)O3)cc1	0.3	-10	-19	-6	-1	1	0	0.6
CCOC(=O)c1cc(-c2ccccc2)nc2c(O)cccc12	0.1	-7	/	/	7	/	2	0.9
O=S(=O)(/N=C(/Nc1cccc2ccccc12)c1ccccc1)c1ccc(F)cc1	0.1	-6	-21	5	5	9	-4	1.0
CC(=O)Nc1ccc(NC(=O)C(C)OC(=O)CCCc2c[nH]c3ccccc23)cc1 (stereo not given)	0.0	-13	12	-6	2	3	1	3.1
Cn1ccsc1=NC(=O)c1ccc(S(C)(=O)=O)cc1	0.3	-28	-1	17	-3	2	3	-1.6
O=[N+]([O-])c1cccc(/C=N/n2cnnc2)c1O	/	/	-19	-6	-2	-16	/	/
COc1ccc2c(c1)cc1c(=O)n(CC(=O)NC(C)CCc3ccccc3)nc(C)n12 (stereo not given)	0.0	-13	8	-2	29	7	-3	-1.0
N#CC1=C2SCN(Cc3ccco3)CN2C(=O)CC1c1c(F)cccc1Cl (stereo not given)	0.1	-11	/	-3	3	-7	1	2.9
Cc1ccc(S(=O)(=O)NCC(=O)N(CC(=O)NCc2ccco2)C2CCCC2)cc1	0.3	3	3	0	-12	-10	-1	-1.7
O=C(CCSCCc1ccccn1)Nc1c(F)cc(F)cc1Br	0.0	/	12	1	-27	-11	/	/
CC(C)(C)NC(=O)C(Cc1ccccc1)NS(=O)(=O)c1ccc2c(c1)CCC(=O)N2 (stereo not given)	/	/	-4	5	-3	2	/	/
O=C(Nc1ccc(Cl)cn1)c1cc2c(s1)-c1ccccc1OC2	-0.2	-18	21	?	-9	-6	/	1.6
C[C@H](CO)N1C[C@H](C)[C@@H](CN(C)C(=O)Nc2cccc3ccccc23)OCCCC[C@H](C)Oc2ccc(NS(=O)(=O)c3ccccc3)cc2C1=O	1.0	-10	4	4	3	-3	3	-2.7
COc1ccc(N=C(C)C2=C(O)c3ccccc3C2=O)cc1	0.0	/	-5	/	-6	-13	/	/
C[C@H]1CN([C@@H](C)CO)S(=O)(=O)c2ccc(C#Cc3cccnc3)cc2O[C@@H]1CN(C)C(=O)Nc1ccc2c(c1)OCO2	0.3&-0.5	-18&14&13	-7&-19	6&-7&-13	1&1	2&-3&-8	17&2&2	-2.1
O=C(C[n+]1ccn(CCCNP2(=O)C=C(c3ccccc3)OC(c3ccccc3)=C2)c1)c1cccs1	-0.3	47	5	/	6	/	-1	-2.5
COCC#Cc1ccc([C@H]2[C@H](CO)N3CCCCN(S(=O)(=O)c4ccccc4C)C[C@@H]23)cc1	0.0	-10	6	/	18	-6	-1	-0.2
O=C(Nc1ccc2c(c1)OCO2)C1CCN(S(=O)(=O)c2cccs2)CC1	/	/	23	14	28	5	/	/
OCCNCCCCOc1ccc(F)cc1	/	-5	-9	-10	1	-5	-2	/
COc1ccccc1CNC(=O)C[C@H]1CC[C@H]2[C@@H](COC[C@H](O)CN2Cc2ccccc2)O1	-0.1	-13	-9	0	0	4	1	-0.8
COc1ccc(C#Cc2cnc3c(c2)C(=O)N([C@H](C)CO)C[C@H](C)[C@@H](CN(C)CC2CCOCC2)O3)cc1	0.4	-12	3	1	-1	0	-1	-1.2
CCN1[C@@H]2Cn3c(ccc(-c4ccccc4)c3=O)[C@H]1[C@@H](C(=O)Nc1ccccc1)[C@@H]2CO	0.5	-6	6	-1	8	-2	1	0.2
Cc1nc2ccccc2c(=O)n1CCCN1CCOCC1	0.3	-6	40*	/	0	/	1	-1.9
Cc1noc(C)c1C(=O)N(C)C[C@H]1OCc2ccccc2-c2c(n(C)c3ccccc23)C(=O)N([C@H](C)CO)C[C@H]1C	-0.9	4	3	-16	4	10	-1	-1.9
C[C@H](CO)N1C[C@H](C)[C@H](CN(C)C(=O)Nc2cc(F)ccc2F)Oc2cc(-c3ccc(C#N)cc3)ccc2S1(=O)=O	-0.1	6	/	-4	-9	-15	2	0.8
COc1ccc(NC(=S)NN2C(C)CCCC2C)cc1 (stereo not given)	0.0	-26	2	/	3	-4	-2	0.3
N#Cc1ccc(Cn2c(=O)oc3ccccc32)cc1	0.7	-119	8	-2	-6	3	-1	0.1
C[C@@H]1CCCCO[C@H](CN(C)C(=O)Nc2ccccc2)[C@@H](C)CN([C@@H](C)CO)C(=O)c2cc(NC(=O)CCC(F)(F)F)ccc2O1	0.0	9	-5	-4	-8	-1	3	-2.2
CCCCCCN(C(=O)CCCCCN1C(=O)NC(c2ccc(-c3ccccc3)cc2)C(C(=O)OCc2ccccc2)=C1C)C(C)C(=O)NCCCC (stereo not given)	0.0	-18	-2	/	/	/	3	-0.9
Cc1ccc(NC(=O)Nc2ccc3c(c2)CCC3)cc1	0.5	-28	-8	/	3	9	0	4.9
C[C@H](CO)N1C[C@H](C)[C@@H](CN(C)S(=O)(=O)c2cccs2)Oc2ncc(C#CCC3CCCC3)cc2C1=O	0.2	-18	11	-1	/	10	/	1.0
O=C(C[C@H]1C=C[C@H](NC(=O)C2CCC2)[C@@H](CO)O1)NCc1ccccc1Cl	0.3	3	0	-3	/	-4	1	-0.9
O=C(NCCCCc1ccccc1)Nc1cccc(F)c1	0.0	1	-61	15	-5	8	-1	1.6
CN(C(=O)c1cccc(NC(=O)Cc2ccc(NC(=O)C3CCCN(C(=O)C4CCCCC4)C3)cc2)c1)C1CC1 (stereo not given)	0.0	-31	-7	1	0	-9	-2	-0.1
C#CCNC(=O)C1=C[C@H](c2ccc3c(c2)OCO3)[C@@H](CCCO)[C@H](OCC)O1	0.0	-3&-12	0	1	5&0	-4&5	-3&2	3.4&-0.2
Cc1nc(SCC(N)=O)c([N+](=O)[O-])[nH]1	0.0	-18	0	-6	-2	2	2	-5.8
COC(=O)c1ccc(CNC(=O)COC(=O)COc2ccc(OC)cc2)cc1	0.0	-3	-13	/	-1	/	-2	-1.4
O=C(OCC(O)COC(=O)c1cccnc1)c1cccnc1	0.0	-8	32	-11	0	5	2	2.6
CN(C(=O)c1cccc(NC(=O)Cc2ccc(NC(=O)C3CCCN(C(=O)C4CC4)C3)cc2)c1)C1CCCCC1 (stereo not given)	-0.1	-4	-1	4	-1	6	-5	1.0
O=C(CCN1CCCCC1)NCC[C@H]1CC[C@H](NC(=O)C2CCCC2)[C@H](CO)O1	0.3	20	7	-5	-11	-18	8	-3.2
C[C@@H]1CN([C@H](C)CO)C(=O)c2cccc(NC(=O)c3ccc(-c4nccs4)cc3)c2O[C@H]1CN(C)C(=O)Nc1ccc2c(c1)OCO2	-0.6	13	11	3	-3	3	-1	-3.0
COc1cc2cc(CCCO)oc(=O)c2cc1OC	1.0	0	11	6	2	-3	-2	1.3
C1=C(c2sc3ccccc3c2-c2ccc(OCCN3CCOCC3)cc2)CCCC1	0.1	-14	5	1	5	14	0	2.5
Cc1ccc(S(=O)(=O)N(C)c2ccc(C(=O)Nc3ccc(C)cn3)cc2)cc1	0.2	-5	-2	/	-3	/	-3	1.3
COc1ccc(OC)c(NC(=O)CSc2nnc3ccc(-c4ccncc4)nn23)c1	0.2	-14	-3	-3	0	/	/	-4.2
Cc1ccc(C(O)c2ncc(-c3ccc(Cl)cc3)[nH]2)cc1F (stereo not given)	0.1	-81	-15	5	/	6	-1	-1.3
CN(C)CCC(c1ccccc1)c1ccccn1 (stereo not given)	0.6&0.0&0.0	-8&9&8	3	7&-3&8	-4&-2&-3	-1&-3&12	-2&-2&-3	-3.3&-1.9&-3.9
CCCN(C(=O)CSc1nnnn1-c1ccccc1OC)C1CCS(=O)(=O)C1 (stereo not given)	0.1	-5	12	/	-12	15	3	2.0
The listing continues:
SMILES	Xi reactivation	RAD52 anneal inh	GSIS activator	esBAF inh	ARNT TACC3 PPI	RAD54 inh	ERAP1 HTS inh	F508del corr
O=[N+]([O-])c1cccnc1Oc1cc(Cl)c(Cl)cc1Cl	-0.2	-10	4	3	/	3	0	0.5
Cc1ccc(NC(=S)NNC(=O)CCn2cc(C)cn2)cc1	/	/	10	-15	-4	2	/	/
COc1ccccc1S(=O)(=O)N[C@H]1CC[C@@H](CCNC(=O)C2CC2)O[C@@H]1CO	0.7	6	5	2	-7	1	0	-0.4
O=[N+]([O-])c1ccccc1S(=O)(=O)NCc1ccco1	0.4	-7	6	/	/	/	2	0.4

Structures shown so far with a cyano group, in the order listed:
SMILES	Xi reactivation	RAD52 anneal inh	GSIS activator	esBAF inh	ARNT TACC3 PPI	RAD54 inh	ERAP1 HTS inh	F508del corr
N#CC1=C2SCN(Cc3ccco3)CN2C(=O)CC1c1c(F)cccc1Cl (stereo not given)	0.1	-11	/	-3	3	-7	1	2.9
C[C@H](CO)N1C[C@H](C)[C@H](CN(C)C(=O)Nc2cc(F)ccc2F)Oc2cc(-c3ccc(C#N)cc3)ccc2S1(=O)=O	-0.1	6	/	-4	-9	-15	2	0.8
N#Cc1ccc(Cn2c(=O)oc3ccccc32)cc1	0.7	-119	8	-2	-6	3	-1	0.1

Source: PubChem BioAssay
